# OX1R antagonist: blocks the human orexin 1 receptor | inhibition, % at 5 µM | hit rate 0.43% among 330,000 | AID 434989 | CHO/OX1R cells, Fluo-8 calcium fluorescence, orexin A;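 active means inhibition above its plate's threshold, mean inhibition of all tested compounds on the plate plus 3 SD, cut at about 37% in these data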;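 further: 0% = orexin A challenge wells and 100% = SB-334867-A antagonist wells; not every result past the cut was called active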
# Target sequence (O43613 whole entry, looked up): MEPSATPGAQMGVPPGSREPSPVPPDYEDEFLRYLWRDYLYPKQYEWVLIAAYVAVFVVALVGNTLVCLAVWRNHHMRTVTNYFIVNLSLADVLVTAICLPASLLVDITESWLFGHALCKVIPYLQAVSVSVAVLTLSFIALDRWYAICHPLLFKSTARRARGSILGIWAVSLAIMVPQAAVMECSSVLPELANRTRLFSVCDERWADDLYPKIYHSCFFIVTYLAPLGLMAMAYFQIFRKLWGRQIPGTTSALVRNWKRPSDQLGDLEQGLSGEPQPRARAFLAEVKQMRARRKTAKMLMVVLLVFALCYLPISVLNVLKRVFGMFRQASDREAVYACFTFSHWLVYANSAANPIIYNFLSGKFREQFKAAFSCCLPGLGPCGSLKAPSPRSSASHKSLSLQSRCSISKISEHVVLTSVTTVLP
# CHT allo act: human CHT allosteric activation; hit rate 0.49% among 310,000; B-score at 10 µM; AID 488977; CHT-expressing cells, membrane potential dye, choline EC20; hits give high values; LV-AA mutant CHT in HEK293 cells; Q9GZV3;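 active means initial fluorescence not abnormally high and integrated response B-score, plate-corrected, over 3 SD above library mean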
# Target sequence (Q9GZV3 whole entry, looked up): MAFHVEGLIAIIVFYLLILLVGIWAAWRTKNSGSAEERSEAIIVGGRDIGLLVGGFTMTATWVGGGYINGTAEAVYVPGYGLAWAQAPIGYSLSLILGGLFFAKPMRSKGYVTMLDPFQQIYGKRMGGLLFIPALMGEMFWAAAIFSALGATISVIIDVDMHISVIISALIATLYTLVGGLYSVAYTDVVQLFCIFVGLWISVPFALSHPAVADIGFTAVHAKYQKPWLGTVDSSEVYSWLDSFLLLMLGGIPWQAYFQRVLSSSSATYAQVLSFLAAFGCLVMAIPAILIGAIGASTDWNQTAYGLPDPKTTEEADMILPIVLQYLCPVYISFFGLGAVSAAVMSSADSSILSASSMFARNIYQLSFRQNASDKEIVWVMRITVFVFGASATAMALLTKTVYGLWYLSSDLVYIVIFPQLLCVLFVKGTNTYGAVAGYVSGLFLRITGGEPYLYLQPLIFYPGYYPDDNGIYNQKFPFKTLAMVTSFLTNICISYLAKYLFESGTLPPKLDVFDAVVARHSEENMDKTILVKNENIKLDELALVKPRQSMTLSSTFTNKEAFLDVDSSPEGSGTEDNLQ
# Starred values were filed as active, the others as inactive; i = inactive; . = no result given.
SMILES,OX1R antagonist,CHT allo act
CC(C)C(=O)Nc1ccc(C(=O)NNC(=O)CCCOc2ccc(Cl)cc2Cl)cc1,-28.3,i
CCOC(=O)c1nnc2cc(-c3ccc(Br)cc3)nn2c1C,-2.1,i
CCCCOc1cc(NCc2ccccc2)c2ncn(C(C)C)c2c1,-90.7,.
Cn1c(=O)c2c(-c3ccccc3)n3c4ccccc4ncc3c2n(C)c1=O,-20.4,i
Cc1cccc(NC(=O)CCNS(=O)(=O)c2cccc3nonc23)c1C,-38.5,i
COc1ccc2c(c1)c(C(=O)N/N=C/c1ccc(O)c(O)c1)c(C)n2C,-11.6,i
Cc1ccc(NC(=O)COc2coc(CN3CCN(c4ccccc4)CC3)cc2=O)cc1,-25.4,i
Cc1cc(NS(=O)(=O)c2ccc(NC(=S)NC(=O)c3ccc(Cl)cc3Cl)cc2)no1,-16.8,i
CC(=O)c1ccccc1OCCCOc1cccc2cccnc12,-26.8,i
Nc1c(C(=O)c2ccc(Cl)cc2)sc2c1c(=O)[nH]c(=O)n2-c1ccccc1,-16.4,i
Cc1ccc(NC(=O)C2CCN(S(=O)(=O)c3cccc(C(F)(F)F)c3)CC2)nc1,-5.6,i
COC(=O)c1ccc(Cl)c(S(=O)(=O)N2CCCC2)c1,3.1,i
Cc1nn(CCOc2ccccc2)c(=O)n1-c1ccccc1,-6.5,i
O=C(C[n+]1ccc(C(=O)N/N=C/c2ccc(OCc3ccccc3)cc2)cc1)c1ccccc1,-9.6,i
CC(C)Cn1c(N)c(C(=O)COC(=O)c2cc(S(=O)(=O)N3CCOCC3)ccc2Br)c(=O)n(C)c1=O,7.8,.
CCn1c(C)nc2c(C)[n+](CC(=O)c3ccc(Br)cc3)ccc21,-9.7,i
Cc1ccc(-n2nc3c(=O)n(C(C)C(=O)NC4CC4)nc(C)c3c2C)cc1 (configuration not stated),-21.6,i
CCCCN(C(=O)c1c(CC)noc1C)c1c(N)n(CC(C)C)c(=O)[nH]c1=O,-4.1,.
CC(C)c1ccc(NC(=O)Nc2cnccn2)cc1,-17.9,i
CCNC(C(=O)c1c[nH]c2c(CC)cccc12)c1ccccc1 (configuration not stated),-12.7,i
CCCCn1c(N)c(N(CC(C)C)C(=O)CCNC(=O)c2ccc(Cl)cc2)c(=O)[nH]c1=O,-13.6,i
Cc1ccc(-c2nc(CS(=O)(=O)CC(=O)NC3CCCCC3C)c(C)o2)cc1 (configuration not stated),-40.0,i
CCc1ccccc1NS(=O)(=O)c1cc(C)ccc1OC,-25.6,i
CCC1CCCCN1CC(O)Cn1c2ccccc2n2c(=O)cc(C)c(C#N)c12 (configuration not stated),-31.9,7.7*
Cc1ccc(NC(=O)Nn2cnnc2)c(C)c1,6.0,i

# Additional records:
SMILES,OX1R antagonist,CHT allo act
CCC(C)(C)n1nnnc1C(c1ccncc1)N1CCN(c2cccc(OC)c2)CC1 (configuration not stated),-12.4,i
CCN(CC(=O)Nc1ccc(NC(C)=O)cc1)C(=O)/C=C/c1cn(Cc2ccccc2)nc1-c1cccnc1,-0.5,i
C=C1CCC[C@]2(C)C[C@H]3OC(=O)C(CN4CCOCC4)[C@H]3C[C@@H]12 (some centres not stated),-25.2,i
Cc1nc2ccc(NS(=O)(=O)c3ccc(F)cc3F)cc2s1,8.9,.
CCn1c(=O)c2c(cnn2C)c2ccccc21,-21.9,i
CC(C)NC(=O)CC1Nc2c3ccccc3nc(=S)n2C1=O (configuration not stated),6.0,i
O=C(Nc1cccc(NC(=O)c2ccccc2Cl)c1)c1ccc(F)cc1,-10.6,i
COCCNc1nnc(SCC(=O)Nc2nnc(-c3ccccc3)o2)s1,-6.1,6.6*
CCOc1ccc(-c2nn(-c3ccccc3)cc2/C=C2\SC(N)=NC2=O)cc1C,-30.8,i
O=C(CSc1ccc(-c2ccc(Cl)cc2)nn1)NC1CCCC1,-6.5,i
Cc1cc2c(cc1C)NC(c1ccccn1)C1=C(CC(C)(C)CC1=O)N2 (configuration not stated),-24.8,i
Cc1cc(C)c(NC(=O)/C(C#N)=C/c2ccc(OCc3ccc(F)cc3)cc2)c(C)c1,-13.6,i
Cc1ccc(OCCn2ccnc2)c([N+](=O)[O-])c1,-8.6,i
CC(C)c1nc(SCC(=O)NCc2ccccc2)n[nH]1,-10.0,i
Nc1ccc2sc(N)nc2c1,-1.3,.
OCCCNc1cc(-c2ccnc(Nc3cccc(Cl)c3)n2)ccn1,-11.3,i
Cc1cc(-c2n[nH]c(=S)n2Cc2ccccc2)cs1,-23.1,i
CCOC(=O)N1CCN(C(=O)CNS(=O)(=O)c2c(C)cc(C)cc2C)CC1,-12.2,i
CCOC(=O)CN1C(=O)C(=O)c2cccc(C)c21,-6.7,i
CCCCCCC(=O)Nc1nc(C)c(-c2csc(Nc3ccccc3OC)n2)s1,-37.0,i
O=C1c2ccc3c4c(ccc(c24)C(=O)N1c1ccc(O)cc1)C(=O)N(c1ccc(O)cc1)C3=O,-18.5,i
CCNC(=S)Nc1c(C)n(C)n(-c2ccccc2)c1=O,-19.2,i
Clc1nc(-c2ccccn2)nc2scc(-c3ccccc3)c12,-15.3,i
CN(C)S(=O)(=O)N1CCN(CC(O)COc2ccc(-c3ccccc3)cc2)CC1 (configuration not stated),-22.7,i
COc1ccc(OC)c(C2C(C(C)=O)=C(O)C(=O)N2CCN2CCOCC2)c1 (configuration not stated),-24.9,i

# Next structures follow.
SMILES,OX1R antagonist,CHT allo act
Cc1ccc2nc(C)cc(Nc3ccc4c(c3)OCCO4)c2c1,-31.5,i
CC(NC(=O)Cc1ccc(S(=O)(=O)N2CCOCC2)s1)c1ccc(Cl)cc1Cl (configuration not stated),-18.9,i
O=C(NCCO)c1ccc2[nH]c3c(c2c1)CCCC3,-2.8,i
CCOC(=O)c1[nH]c2cc(OC)c(OC)cc2c1NC(=O)CN1CCN(c2ccc(OC)cc2)C(C)C1 (configuration not stated),-26.4,i
Cc1cccc(N2C(=N)SCC2=O)c1C,-9.6,i
Cc1ccc(S(=O)(=O)N2CCN(C(=O)N3CCOCC3)C2C)cc1 (configuration not stated),-21.8,i
Cc1ccccc1OCc1nc2ccccc2c(=O)n1/N=C/c1cn[nH]c1-c1ccc(Br)cc1,-7.5,i
CN1CCC(N(C)C(=S)Nc2ccc(SC(F)F)cc2)CC1,-4.3,i
O=C(NNC(=O)c1ccccc1Cl)c1cccs1,-25.3,i
Cc1ccccc1NC(=O)CSc1nc(Nc2ccccc2)nc(N2CCOCC2)n1,-23.6,i
COc1ccccc1CCC(=O)OCC(=O)Nc1ccc(C(N)=O)cc1,-7.2,i
COc1cccc(CNC(=S)NC2CCCC2)c1,-12.0,i
O=c1c(N=Nc2ccc(O)cc2)c(-c2ccccc2)[nH]n1-c1ccc([N+](=O)[O-])cc1,-7.9,i
C(=N\N1CCOCC1)/c1cccs1,-1.3,i
COC(=O)c1c(C(=O)OC)c(C)n(Cc2cccnc2)c1C,16.2,i
CC(C)(C)c1nnc(NS(=O)(=O)c2cc(Cl)ccc2Cl)s1,-17.8,i
CCOc1ccc2cc(C#N)c(SCC(=O)NC(C)CC)nc2c1 (configuration not stated),-9.2,i
O=C(COc1ccc([N+](=O)[O-])cc1)Nc1ccc(CN2CCOCC2)cc1,-15.5,i
O=C(COC(=O)CCCNC(=O)c1ccc(Cl)cc1)Nc1cc(Cl)ccc1Cl,-8.9,i
CC(C)c1ccc(NC2CCCN(C(=O)c3cscn3)C2)cc1 (configuration not stated),.,i
O=C(NC12CC3CC(CC(C3)C1)C2)c1ccc(COc2ccc(Cl)cc2[N+](=O)[O-])o1,-42.3,i
CCOC(=O)C1CCN(C(=O)c2ccc3c(c2)NC(=O)/C(=C\c2cccc(C)c2)S3)CC1,-18.3,i
Clc1cccc(N/N=C/c2ccc(N3CCOCC3)cc2)c1,-4.4,i
COc1ccccc1N1CCN(C(=O)CSc2nc3ccccc3c(=O)n2CC2CCCO2)CC1 (configuration not stated),-20.3,i
CCN(CC)S(=O)(=O)c1cccc(C(=O)Nc2ccc(Cl)cn2)c1,-22.3,i

# Next structures follow:
SMILES,OX1R antagonist,CHT allo act
NC(=O)[C@H](Cc1cc2ccccc2s1)NC(=O)[C@@H]1CC2(CC(c3cccc(NC(=O)[C@@H]4CCC(=O)N4)c3)=NO2)CN1C(=O)/C=C/c1c(F)cccc1Cl (some centres not stated),6.5,i
COc1cccc(C(=O)NCC(=O)N/N=C(C)\C=C\c2ccccc2)c1,-21.6,i
Cc1cc(NC(=O)COc2ccccc2C(N)=O)no1,-4.4,.
COc1cc(NC(=O)c2sc(C)nc2C)c(OC)cc1NC(=O)c1ccccc1,-34.2,i
O=C(CSc1nnc(COc2ccccc2)n1Cc1ccco1)c1ccc(F)cc1,0.3,i
COc1cc(/C=N/NC(=O)c2ccc(COc3cc(C)ccc3C(C)C)cc2)cc(OC)c1O,-21.3,i
Cc1[nH]c(=O)[nH]c(=O)c1NS(=O)(=O)c1ccccc1,-7.7,i
O=C(c1ccc2nc(-c3ccco3)c(-c3ccco3)nc2c1)N1CCN(c2ncccn2)CC1,-19.3,i
C#CCCCCCCCCC(=O)NCCCC,-39.9,i
CC(=O)c1cccc(-c2csc(N3CCC(C(N)=O)CC3)n2)c1,-7.4,.
CC(C)=CC1C(C(=O)Nc2ccc(Br)cn2)C1(C)C (configuration not stated),-25.8,i
N#CC1=C(N)Oc2cc(N)ccc2C1c1ccccc1Cl (configuration not stated),.,i
Cc1[nH]c(=O)[nH]c(=O)c1S(=O)(=O)N1c2ccc(F)cc2CCC1C (configuration not stated),4.4,i
Cn1c(=O)c2c(nc(N3CCOCC3)n2CC(=O)C23CC4CC(CC(C4)C2)C3)n(C)c1=O,0.6,i
NC(=O)Cn1cc(C(=O)c2cccs2)c2ccccc21,-2.6,i
CNC(=O)C(=O)Nc1ccc(C)cc1C,-3.1,i
CC(NC(=O)c1cccc(S(=O)(=O)N2CCN(Cc3ccccc3)CC2)c1)c1ccc(Br)cc1 (configuration not stated),-41.5,i
COc1ccc(NC(=O)CSc2nc(-c3ccco3)nc3cc(=O)[nH]n23)cc1Cl,-11.6,i
Cc1ccc(NC(=S)N2CCN(c3ncccn3)CC2)cc1C,-4.3,i
CCOC(=O)c1nn(-c2cccc(C)c2)c2nc(-c3ccccc3)c(C#N)c(=O)n12,-35.5,i
Cn1c(=O)c2cc(S(=O)(=O)Nc3ccc4c(c3)OCO4)ccc2n(C)c1=O,-22.0,i
Cc1ccc(NC(=O)Cn2nc(C(=O)O)c3ccccc3c2=O)cc1S(=O)(=O)N1CCCCC1,40.9*,.
Cc1ccc(-c2cc(-c3ccc(Cl)cc3)c(C#N)c(N)n2)o1,-27.1,i
Cc1ccccc1Cn1c2ccccc2c2cnn(CC(=O)NCc3ccccn3)c(=O)c21,-24.1,i
COc1ccc(NC(=O)c2ccc(S(=O)(=O)N3CC(C)CC(C)C3)cc2)cc1S(N)(=O)=O (configuration not stated),2.0,.

# OX1R antagonist: what is marked active above
SMILES	OX1R antagonist
Cc1ccc(NC(=O)Cn2nc(C(=O)O)c3ccccc3c2=O)cc1S(=O)(=O)N1CCCCC1	40.9*

# 5 records picked at random from those above, as already listed:
SMILES,OX1R antagonist,CHT allo act
CC(C)(C)c1nnc(NS(=O)(=O)c2cc(Cl)ccc2Cl)s1,-17.8,i
CC(C)Cn1c(N)c(C(=O)COC(=O)c2cc(S(=O)(=O)N3CCOCC3)ccc2Br)c(=O)n(C)c1=O,7.8,.
CCOc1ccc2cc(C#N)c(SCC(=O)NC(C)CC)nc2c1 (configuration not stated),-9.2,i
Cc1cc(-c2n[nH]c(=S)n2Cc2ccccc2)cs1,-23.1,i
N#CC1=C(N)Oc2cc(N)ccc2C1c1ccccc1Cl (configuration not stated),.,i

# Continuation:
SMILES,OX1R antagonist,CHT allo act
CCOc1ccc2[nH]c3c(NCCO)ncnc3c2c1,.,i
CCCCN1C(=O)CN(CCc2ccccc2)C(=O)C1c1ccc(OC)cc1 (configuration not stated),-40.9,i
Cc1ccc(C(=O)Nc2ccc(C(=O)N/N=C/c3c[nH]c4ccccc34)cc2)cc1,-9.9,i
CCN(C(=O)COC(=O)c1cccnc1SC)C1CCS(=O)(=O)C1 (configuration not stated),-30.6,i
CC1=C(C)C(=O)N(CCC(=O)O)C1=O,-3.0,i
CC1(C)Cc2c(C#N)c(SCc3ccccc3)nc(N3CCOCC3)c2CO1,-33.7,i
O=C(O)C1(O)C[C@H](O)C(O)[C@@H](O)C1 (some centres not stated),2.4,i
Cc1cc(C)nc(SCc2cc(=O)c(OC(=O)c3cccc([N+](=O)[O-])c3)co2)n1,-3.4,i
COc1ccc2c(Cl)c(C(=O)NN3CCN(C)CC3)sc2c1,-11.2,i
CCN(CC)CCN1C(=O)c2ccccc2NC1c1ccccc1F (configuration not stated),-15.9,i
CCN(CC(=O)NC1CCS(=O)(=O)C1)S(=O)(=O)c1c(C)c(C)cc(C)c1C (configuration not stated),-15.8,i
Cc1ccc(NC(=O)c2nc(C)n(-c3ccc([N+](=O)[O-])cc3)n2)cc1,-14.4,i
O=C(N[C@H](C(=O)O)c1ccccc1)C1CCC(Cn2nnc3ccccc3c2=O)CC1 (some centres not stated),-24.5,i
COc1cccc(N2CC(NC(=O)C(=O)c3c[nH]c4ccccc34)CC2=O)c1 (configuration not stated),-8.8,i
COc1cccc(C2c3[nH]c4ccccc4c3C[C@H]3C(=O)N(C)CC(=O)N23)c1 (some centres not stated),-16.1,i
COc1ccccc1/C=C/C(=O)NCC(=O)N/N=C/c1cc(Br)ccc1OC,-7.0,i
COc1cc2cc(CCCOC(=O)c3ccc(Br)cc3)oc(=O)c2cc1OC,-25.9,.
O=C1CCC(C(=O)OCC(=O)Nc2ccc(Cl)cc2C(F)(F)F)=NN1,21.0,.

# Single entries from the list.
# COc1ccc2c(Cl)c(C(=O)NN3CCN(C)CC3)sc2c1 in OX1R antagonist reads -11.2
# CCCCN1C(=O)CN(CCc2ccccc2)C(=O)C1c1ccc(OC)cc1 (configuration not stated) in OX1R antagonist reads -40.9
# O=C1CCC(C(=O)OCC(=O)Nc2ccc(Cl)cc2C(F)(F)F)=NN1 in OX1R antagonist reads 21.0
# CC1=C(C)C(=O)N(CCC(=O)O)C1=O in OX1R antagonist reads -3.0
